aGlu spleen mod: lysosomal alpha-glucosidase (human) modulation; AID 2112; hit rate 0.006% among 240,000; Potency, µM (series often up to 79.9 µM), without a hit: at the top dose activity change, negative = inhibition, most hits filed as inhibitors; human spleen homogenate, 4-MU-alpha-glucoside fluorescence; P10253;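 note: 0% = enzyme with vehicle and -100% = no enzyme basal signal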
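AC50 values come from Hill-equation fits of concentration-response data, normalized to no-enzyme and full-activity controls. Enzyme source: 1 ug human spleen homogenate; 1 mM fluorogenic 4-MU glucoside, pH 5.0 citrate buffer, 37 C, 40 min.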
SMN2 splice enh: increases expression of the SMN2 splice variant; HEK293 SMN2-luciferase splicing reporter, luminescence, 30-36 h; Potency, µM (titrated, usually from 46.1 µM), without a hit: at the highest dose activity change, positive = activation, usual class: activators; hit rate 2.8% among 210,000; note: % of control where 0% means no effect; nearly all actives have a fitted effect of over 55% in size
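qHTS luciferase splicing reporter: luminescence rises when SMN2 exon 7 is included in transfected HEK293 cells. Compound exposure lasted 30-36 h at 37C, with 4.5 mM final sodium butyrate as control, followed by a ONE-Glo read.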
ALDH1A1 block: blocks purified human ALDH1A1 activity. AID 1030. hit rate 7.3% among 220,000. Purified ALDH1A1, NADH fluorescence, propionaldehyde substrate. P00352. Potency, µM (series often up to 75.3 µM), for inactives: top-dose activity, negative = inhibition, usual class: inhibitors; active = well fitted inhibition curve with a large enough effect, not every such curve was filed as active; inconclusive = small, poorly fitted or top-dose-only effect, or another doubt; inactive = no such curve, though single readings can be large or run the other way;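 note: plate controls were no enzyme wells and a reference inhibitor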
GAA inhib: blocks human lysosomal alpha-glucosidase; purified human GAA, 4-MU-alpha-glucoside fluorescence; Potency, µM (series often up to 76.9 µM), inactives show at the top dose activity change, negative = inhibition, actives largely listed as inhibitors; hit rate 0.005% among 200,000;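 note: plate controls were uninhibited enzyme wells for no effect and no-enzyme background for full effect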
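Fluorogenic assay: 4 nM human alpha-glucosidase with 400 uM 4-methylumbelliferyl-alpha-D-pyranoside in 50 mM citrate/phosphate, 0.005% Tween-20, pH 5.0, 20 min at room temperature. Compounds tested up to 77 uM; AC50 from Hill fits.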
RGS12 GoLoco inh: blocks human Gai1 binding to RGS12 GoLoco peptide, red readout | P63096 | Gai1:RGS12 GoLoco peptide FP, rhodamine, 10 min | Potency, µM (doses to about 61.6 µM), for the others: at the highest dose activity, negative = inhibition, actives largely listed as inhibitors | hit rate 0.44% among 230,000 | AID 880; active = well fitted inhibition curve with a large enough effect, not every such curve was filed as active; inactive = no such curve, though single readings can be large or run the other way; note: % is set by controls: 0 for no effect and ±100 for the full control effect; nearly all actives have a fitted effect of over 30% in size; many of its hits are not listed in these tables
GLA spleen mod: inhibitors or activators of human alpha-galactosidase in spleen homogenate | P06280 | human spleen homogenate, 4MU-alpha-Gal fluorescence, 40 min | Potency, µM (titrated, usually from 80 µM), for the others: at the top dose activity change, negative = inhibition, usual class: inhibitors | hit rate 0.008% among 240,000;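 note: 0% = enzyme with vehicle and -100% = no enzyme basal signal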
Target sequence (P06280 32-429 limits assumed): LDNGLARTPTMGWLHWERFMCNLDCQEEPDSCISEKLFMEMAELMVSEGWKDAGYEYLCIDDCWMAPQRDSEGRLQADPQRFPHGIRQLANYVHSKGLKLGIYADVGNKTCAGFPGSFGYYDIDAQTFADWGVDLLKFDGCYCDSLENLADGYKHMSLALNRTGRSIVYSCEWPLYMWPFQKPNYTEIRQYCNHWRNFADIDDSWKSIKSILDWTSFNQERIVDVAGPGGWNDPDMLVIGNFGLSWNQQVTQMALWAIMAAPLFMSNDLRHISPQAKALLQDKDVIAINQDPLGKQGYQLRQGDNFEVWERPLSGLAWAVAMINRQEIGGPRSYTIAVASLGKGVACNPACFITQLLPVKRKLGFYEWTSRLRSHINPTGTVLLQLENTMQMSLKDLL
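Spleen homogenate 1 ug + cpd (titration) + 4-MU-alpha-D-galactopyranoside 1 mM; 37C 40 min; 50 mM citrate/phosphate pH 5.0, 0.01% Tween-20; stop pH 10; fluorescence 365/440; AC50 via Hill.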
GAA glycogen mod: GAA glycogen-cleavage inhibition or activation; P10253; recombinant GAA, glycogen substrate, Amplex Red glucose oxidase fluorescence; Potency, µM (highest dose often 76.4 µM), for the others: at the highest dose activity change, negative = inhibition, actives largely listed as inhibitors; hit rate 0.38% among 300,000; AID 2100;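 note: 0% = full enzyme reaction and -100% = no-enzyme basal signal; the screen sought inhibitors and activators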
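Recombinant enzyme (4 nM final) with compounds titrated up to 77 uM and bovine liver glycogen (30 ug) in citrate pH 5.0, 0.01% Tween-20, 37 C 40 min. Released glucose detected by Amplex Red/glucose oxidase (Ex 573/Em 610); AC50 from Hill fits.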
KDM4E inh: JMJD2E (human) inhibition; JMJD2E catalytic domain, FDH-coupled NADH fluorescence (FDH is formaldehyde dehydrogenase); Potency, µM (highest dose often 57.1 µM), without a hit: top-dose activity change, negative = inhibition, hits mostly inhibitors; hit rate 1.6% among 230,000; AID 2147; active = well fitted inhibition curve with a large enough effect, not every such curve was filed as active; inconclusive = small, poorly fitted or top-dose-only effect, or another doubt; inactive = no such curve, though single readings can be large or run the other way;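 note: 0% = wells with enzyme and -100% = buffer wells without enzyme; nearly all actives have a fitted effect of over 50% in size; many of its hits are not listed in these tables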
Target sequence (B2RXH2 1-337 limits assumed): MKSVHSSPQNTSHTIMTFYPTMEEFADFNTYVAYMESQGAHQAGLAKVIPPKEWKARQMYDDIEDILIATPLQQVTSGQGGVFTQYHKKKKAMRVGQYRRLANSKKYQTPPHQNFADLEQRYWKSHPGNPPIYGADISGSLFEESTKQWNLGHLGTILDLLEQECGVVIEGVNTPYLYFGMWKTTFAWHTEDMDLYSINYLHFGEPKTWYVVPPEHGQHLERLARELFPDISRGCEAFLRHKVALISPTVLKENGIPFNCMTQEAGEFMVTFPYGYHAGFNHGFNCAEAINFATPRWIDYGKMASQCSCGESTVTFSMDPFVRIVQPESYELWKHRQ
* hit, by the source's call; ? = inconclusive; · = no result given; & = joins results of further samples; [ ] = another dose, or the depositor's remark. Unless noted, calls come from the whole dose curve; as a rule, active = well fitted curve in the direction sought with a large enough effect; inconclusive = small, poorly fitted or top-dose-only effect, or another doubt; inactive = no such curve, though single readings can be large; an effect the other way counts as inactive or inconclusive. Potency is the fitted concentration of half-maximal effect. Only part of the results is shown. The share of hits here may be higher or lower than overall.

mol	aGlu spleen mod	SMN2 splice enh	ALDH1A1 block	GAA inhib	RGS12 GoLoco inh	GLA spleen mod	GAA glycogen mod	KDM4E inh
NCCNc1ccc([N+](=O)[O-])cc1	-4%	·	·	·	2%	-1%	2%	-6%
COc1cccc(NC(=O)COC(=O)c2ccccc2F)c1	4%	10%	-1%	2%	-5%	3%	-2%	-4%
Cc1nonc1OCCNC(=O)C12CC3CC(CC(C3)C1)C2	1%	12%	-6%	-8%	9%	1%	0%	-2%
O=C1C2CCCCC2C(=O)N1c1ccc(NC2CCCCC2)c([N+](=O)[O-])c1 (stereo not given)	-4%	15%[1.84 µM]	10µM*	-12%	59%[activator]	-3%	-12%	-11%
CCN(CC)C(=O)CS(=O)(=O)CC(=O)Nc1cc(OCCOC)c(Cl)cc1Cl	-3%	·	-1%	·	-23%	-3%	12%	-2%
CCc1ccccc1N(CC(=O)N/N=C/c1ccc(OC(=O)OC)c(OC)c1)S(C)(=O)=O	1%	24%	14%	1%	6%	-5%	-3%	7%
O=C(c1ccccn1)N1CCN(S(=O)(=O)c2ccccc2)CC1	-9%	6%	-1%	-6%	-2%	5%	0%	5%
COc1cc(C(C)=O)ccc1Oc1ncnc2c1cnn2-c1ccc(F)cc1	0%	-58%[inhibitor]	-9%	1%	1%	4%	9%	8%

Three entries already listed, arranged by the number in GAA glycogen mod, rising:
SMILES	GAA glycogen mod
O=C1C2CCCCC2C(=O)N1c1ccc(NC2CCCCC2)c([N+](=O)[O-])c1 (stereo not given)	-12%
CCc1ccccc1N(CC(=O)N/N=C/c1ccc(OC(=O)OC)c(OC)c1)S(C)(=O)=O	-3%
CCN(CC)C(=O)CS(=O)(=O)CC(=O)Nc1cc(OCCOC)c(Cl)cc1Cl	12%

(listing goes on)
mol	aGlu spleen mod	SMN2 splice enh	ALDH1A1 block	GAA inhib	RGS12 GoLoco inh	GLA spleen mod	GAA glycogen mod	KDM4E inh
CC(=O)Nc1cccc(-c2nc3ccccc3s2)c1C	-1%	17%	0%	14%	15%	0%	5%	?
O=C(NNc1nc(-c2ccccc2)c2cc(Br)ccc2n1)c1ccc(S(=O)(=O)N2CCCCC2)cc1	7%	-1%	9%	-16%	-1%	10%	?	-14%
CC(=O)N1CCN(c2ccc(NC(=O)c3ccccc3Br)cc2Cl)CC1	-2%	-7%	?	9%	-5%	5%	-10%	-8%
CC(CN1CCCCC1)OC(=O)c1cc2ccccc2o1 (stereo not given)	-2%	-18%	2%	-2%	-2%	-8%	-2%	?
CC1(c2ccccc2)NC(=O)N(CC(=O)Nc2ccc3c(c2)OCO3)C1=O (stereo not given)	-21%	6%	-3%	3%	10%	2%	4%	0%
CC(C)(C)NC(=O)Cc1ccc(S(=O)(=O)N2CCCC2)s1	-1%	3%	-9%	-9%	65%[activator]	13%	-4%	-3%
Cc1nonc1NC(=O)CSc1nc(CCC2CCCC2)nc2ccccc12	0%	·	·	·	1%	1%	-13%	-3%
O=C(O)C1CCCN1S(=O)(=O)c1ccc(Br)s1 (stereo not given) (tested in a mixture with another compound)	-6%	8%	-9%	3%	1%	-11%	0%	-9%
CC(C)CNC(=O)c1ccccc1NC(=O)c1ccc(CSc2ccccc2)cc1	3%	13%	4%	-10%	6%	4%	-11%	?
CC(C)(C)C(=O)Nc1ccccc1C(=O)NCc1ccco1	5%	2%	?	-13%	-5%	2%	-9%	13%
Cc1ccn(-c2cc(O)c(-n3ccc(C)n3)cc2O)n1	6%	15%	?	?	-10%	6%	-12%	?
Cc1cccc(N2NC(=O)/C(=C/c3ccc(-c4ccc(Cl)c(C(=O)O)c4)o3)C2=O)c1	-5%	-26%	?	-7%	-11%	-14%	-3%	?
COc1cc(NS(=O)(=O)c2ccc(N/C=C\C(=O)c3ccc(OC)c(OC)c3)cc2)nc(OC)n1	-2%	·	?	5%	11%	0%	9%	7%
Cc1cc(O)c(C=Nc2ccc(Cl)cn2)c(=O)o1	1%	-13%	?	-5%	305%[activator]	2%	-11%	?
COC(=O)C1=C(NC(C)=O)CCS1	-6%	-8%	-3%	0%	2%	-1%	-11%	-4%
CN(C(=O)CCc1nnc(CCCCc2ccccc2)o1)C1CCOCC1	5%	·	2%	-13%	5%	-7%	-6%	-2%
CCOC(=O)c1c(C)[nH]c(C(=O)CSc2nnc(-c3ccncc3)n2CC)c1C	1%	9%	9%	?	-5%	8%	-7%	-1%
CN(C)C(=O)CCc1nc(-c2ccc(C(C)(C)C)cc2)no1	1%	-12%	?	-4%	5%	-5%	9%	-3%
CC(C)(C)c1ccc(C(=O)Nc2ccc(NC(=O)C(=O)O)cc2)o1	-1%	6%	-8%	8%	13%	-2%	-12%	-2%
Cc1ccc(C(=O)CN(C(=O)c2ccc(Cl)c(Cl)c2)N2C(=O)C3CCCCC3C2=O)cc1C (stereo not given)	1%	1%	?	-2%	7%	-3%	-4%	-3%
CCCNC(=O)Nc1nnc(C2CC2)s1	2%	·	-6%	·	2%	0%	10%	3%
CCC(=O)N1c2ccc(S(=O)(=O)CCC(=O)NCc3cccs3)cc2CC1C (stereo not given)	-7%	3%	?	-4%	-19%	7%	1%	5%
CCO[C@@H]1OC(C(=O)Nc2ccccc2)=C[C@H](c2ccc(C(F)(F)F)cc2)[C@H]1CCCO	-3%	·	2%	·	3%	5%	-9%	-1%
CCOc1ccc(-c2nc(-c3ccc(OC)cc3)no2)cc1OCC	-9%	-30%	?	-6%	2%	-11%	7%	?
CN(C)/C=C/C(=O)c1cnc(-c2ccccc2Cl)s1	1%	13µM*	7.1µM*	-11%	6%	4%	7%	-5%
CC1CN(S(=O)(=O)c2ccc(C(=O)O)cc2)CC(C)O1 (stereo not given)	0%	·	·	·	4%	0%	2%	-4%
C=CCOc1ccccc1/C=N/O	-3%	-9%	5%	1%	0%	-6%	0%	-9%
Cc1nc(C)c(/C(O)=C/c2nc3ccc([N+](=O)[O-])cc3oc2=O)o1	-4%	11%	0.4µM*	?	40%[activator]	0%	?	?
CCOC(=O)C12CC1/C(=N/O)c1ccccc1O2 (stereo not given)	-4%	-16%	-6%	·	1%	-3%	·	3%
Nn1c(SCC(=O)N2CCOCC2)nnc1C1CC1	-4%	12%	9%	8%	3%	-5%	-3%	-5%
CC(=O)c1ccccc1OC(=O)COc1ccc(Cl)cc1C	-6%	0%	-5%	5%	11%	3%	-15%	3%
Cc1nccn1-c1cc(C(C)(C)C)nc2c(-c3ccccc3)cnn12	4%	5%	4%	-1%	3%	5%	1%	8%

A draw from above in order of length of the SMILES, descending:
mol	aGlu spleen mod	SMN2 splice enh	ALDH1A1 block	GAA inhib	RGS12 GoLoco inh	GLA spleen mod	GAA glycogen mod	KDM4E inh
CCO[C@@H]1OC(C(=O)Nc2ccccc2)=C[C@H](c2ccc(C(F)(F)F)cc2)[C@H]1CCCO	-3%	·	2%	·	3%	5%	-9%	-1%
Cc1ccc(C(=O)CN(C(=O)c2ccc(Cl)c(Cl)c2)N2C(=O)C3CCCCC3C2=O)cc1C (stereo not given)	1%	1%	?	-2%	7%	-3%	-4%	-3%
Cc1nc(C)c(/C(O)=C/c2nc3ccc([N+](=O)[O-])cc3oc2=O)o1	-4%	11%	0.4µM*	?	40%[activator]	0%	?	?
CCC(=O)N1c2ccc(S(=O)(=O)CCC(=O)NCc3cccs3)cc2CC1C (stereo not given)	-7%	3%	?	-4%	-19%	7%	1%	5%
CC(C)(C)c1ccc(C(=O)Nc2ccc(NC(=O)C(=O)O)cc2)o1	-1%	6%	-8%	8%	13%	-2%	-12%	-2%
Cc1nccn1-c1cc(C(C)(C)C)nc2c(-c3ccccc3)cnn12	4%	5%	4%	-1%	3%	5%	1%	8%
CN(C(=O)CCc1nnc(CCCCc2ccccc2)o1)C1CCOCC1	5%	·	2%	-13%	5%	-7%	-6%	-2%
CC1CN(S(=O)(=O)c2ccc(C(=O)O)cc2)CC(C)O1 (stereo not given)	0%	·	·	·	4%	0%	2%	-4%
CC(=O)c1ccccc1OC(=O)COc1ccc(Cl)cc1C	-6%	0%	-5%	5%	11%	3%	-15%	3%
CCOC(=O)C12CC1/C(=N/O)c1ccccc1O2 (stereo not given)	-4%	-16%	-6%	·	1%	-3%	·	3%
Nn1c(SCC(=O)N2CCOCC2)nnc1C1CC1	-4%	12%	9%	8%	3%	-5%	-3%	-5%
COC(=O)C1=C(NC(C)=O)CCS1	-6%	-8%	-3%	0%	2%	-1%	-11%	-4%
C=CCOc1ccccc1/C=N/O	-3%	-9%	5%	1%	0%	-6%	0%	-9%

More structures
mol	aGlu spleen mod	SMN2 splice enh	ALDH1A1 block	GAA inhib	RGS12 GoLoco inh	GLA spleen mod	GAA glycogen mod	KDM4E inh
Cc1ccc(C(=O)N(CN2CCCC2=O)c2ccc(F)cc2)cc1	-7%	0%	?	-19%	-12%	-6%	10%	3%
COc1ccc(OC)c(NC(=O)C2CCN(c3cc(-c4ccccc4)nc4ncnn34)CC2)c1	15%	-10%	?	?	0%	11%	-19%	-5%
CCOC(=O)c1nc2sc3c(c2c(=O)[nH]1)CCCC3	9%&8%	3%	?	?	8%&1%	27%&17%	-1%&4%	?
COc1ccc(C)cc1NC(=S)NC12CN3CN(CN(C3)C1)C2	-2%	6%	-3%	5%	11%	1%	-22%	1%
COc1ccccc1/C=C/C=N/NC(=O)CCn1nnc2ccccc21	-1%	12%	-2%	-7%	11%	5%	-9%	-17%
COCCN1CN(S(=O)(=O)c2ccc(Cl)cc2)c2nc3ccccc3nc21	-5%	-17%	24µM*	-3%	8%	-20%	-4%	?
Cc1cc(C)c(S(=O)(=O)N2CCN(C(=O)c3cccs3)CC2)c(C)c1	-1%	-8%	2%	?	-15%	-6%	10%	-4%
CSc1nnc(CNC(=O)c2ccccc2)n1-c1cccc(C)c1	-2%	-13%	8%	4%	-2%	2%	3%	-16%

From PubChem
